Rat MKP-3 inhibitors = MKP-3 phosphatase inhibitors, primary screen, biochemical, rat enzyme, in vitro (AID 425); actives 0.17% (n = 110,000); recombinant MKP-3 phosphatase activity, fluorescence; higher % means a stronger effect; one-dose inhibition, % at 20 µM; IC50 in µM for titrated hits; in the data active means inhibition above about 50%;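 further: plate controls were vehicle for no effect and reference inhibitor for full effect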
Hsp70 displacement = small molecules displacing fluorescent ligand from Hsp70 – biochemical, fluorescence polarization, primary screen (AID 583); Hsp70 fluorescence polarization probe displacement, mP; higher % means a stronger effect; one-dose displacement, % at 20 µM; IC50 in µM for titrated hits; actives 0.06% (n = 140,000); in the data active means displacement above about 50%;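 further: plate controls were vehicle for no effect and reference ligand for full effect; a part of the inactive calls stands beside numbers as strong as those of hits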
Active calls of the source: *; / = not tested or not shown; & = joins results of further samples. The list is partial, so the mix of outcomes need not match the whole.

Rat MKP-3 inhibitors | Hsp70 displacement | SMILES
2.9% | -7.3% | CCc1ccc2oc(=O)cc(CN3CCN(c4ccc(F)cc4)CC3)c2c1
-5.4% | -4.1% | Cn1c(=O)[nH]c(=O)c2c1nc(N1CCCCCC1)n2CCN1CCCCCC1
/ | -2.0% | C=CCn1c(C(C)NC(=O)C(C)(C)C)nc2ccccc21 (configuration not stated)
-11.7% | 5.0% | O=C(COc1ccc2oc(-c3ccccc3)cc(=O)c2c1)NCc1ccco1
8.0% | -2.5% | COc1ccc(C2Nc3ccccc3NC3=C2C(=O)CC(C)(C)C3)cc1COc1ccc(F)cc1 (configuration not stated)
-1.5% | 2.6% | CCC(C)NC(=O)CC1Oc2ccc(C)cc2NC1=O (configuration not stated)
2.7% | 4.6% | COc1ccccc1NC(=O)CSc1nnc(C)n1CCc1ccccc1
4.9% | -0.4% | Cc1cc(Cl)ccc1NC(=O)COc1ccc(Br)cc1
/ | 5.7% | CCOC(=O)c1nnn(-c2nonc2N)c1COc1c(C=O)cccc1OC
-1.1% | 1.5% | Cc1cccc(N2C(=O)/C(=C/c3ccc(Br)cc3)SC2=S)c1C
-2.1% | -0.7% | CCc1nc(-c2ccccc2)nc(-c2ccccc2)c1C
-2.7% | / | COc1cccc2c1OC1(C)CC2/C(=C(\C)O)C(=O)N1 (configuration not stated)
-4.3% | -0.3% | CC(C)(C)n1ncc2c(=O)n(CC(=O)c3ccccc3)cnc21
1.1% | 7.4% | COc1cc2nc(-c3ccc([N+](=O)[O-])c(C)c3)oc(=O)c2cc1OC
0.0% | 7.4% | COc1ccc(-n2c(SCC(=O)N3CCCC3)nc3c([nH]c4ccccc43)c2=O)cc1
/ | -2.4% | O=C(c1ccc(CN2CCOCC2)cc1)N1CCN(c2cccc(Cl)c2)CC1
1.9% | 3.8% | CCOc1ccc(/C=C2/C(=O)NN(c3ccccc3)C2=O)cc1
2.5% | 0.2% | CCOC(=O)c1c(NC(=O)CN2C(=O)c3cccc4cccc(c34)C2=O)sc2c1CCCC2
/ | -1.5% | COc1ccc(CCN2C(=O)c3[nH]nc(-c4ccccc4O)c3C2c2cccc(Cl)c2)cc1 (configuration not stated)
/ | -0.2% | Cc1ccc(NC(=O)NC2CCCN2S(=O)(=O)c2ccc(Cl)cc2)cc1 (configuration not stated)
/ | 1.2% | Cc1noc(C)c1COc1ccc(C(=O)OCC(=O)NC23CC4CC(CC(C4)C2)C3)cc1
4.8% | -3.6% | Cc1ccc(C(=O)NCc2ccccc2)o1
-3.1% | 0.6% | C=CCn1c(=O)/c(=C\c2ccsc2)s/c1=C(/C#N)C(=O)NCCN1CCOCC1
-0.4% | 2.3% | O=C(NC1CCCc2ccccc21)C1CCN(c2c(N3CCCC3)c(=O)c2=O)CC1 (configuration not stated)
4.0% | -2.0% | O=[N+]([O-])c1ccc(C2Nc3ccc(Br)cc3C3C=CCC32)cc1 (configuration not stated)
/ | -3.5% | COCCNC(=O)c1ccc2c(c1)nc(C)n2-c1cc(OC)c(OC)c(OC)c1
3.6% | 4.0% | COc1cccc(NC(=O)CN2C(=O)C3(OCCCO3)c3ccccc32)c1
3.1% | 1.8% | C[N+]1(CCN2C(=O)C3CC=C(Cl)CC3C2=O)CCOCC1 (configuration not stated)
-7.9% | -1.3% | N#Cc1c(NC(=O)CCN2C(=O)c3ccccc3C2=O)oc(-c2ccccc2)c1-c1ccccc1
10.5% | -1.3% | CCS(=O)(=O)NCc1csc(C)n1

Of the compounds above, these contain two or more sulfur atoms.
Rat MKP-3 inhibitors | Hsp70 displacement | SMILES
-1.1% | 1.5% | Cc1cccc(N2C(=O)/C(=C/c3ccc(Br)cc3)SC2=S)c1C
-3.1% | 0.6% | C=CCn1c(=O)/c(=C\c2ccsc2)s/c1=C(/C#N)C(=O)NCCN1CCOCC1
10.5% | -1.3% | CCS(=O)(=O)NCc1csc(C)n1

Continued.
Rat MKP-3 inhibitors | Hsp70 displacement | SMILES
1.0% | 2.0% | COc1cccc(NC(=O)/C(=C/c2ccc(C)o2)NC(=O)c2ccccc2)c1
2.2% | -2.9% | Cc1ccc(-n2nnnc2SCc2nnc(-c3ccccc3Br)o2)c(C)c1
-1.2% | 2.5% | CC(=O)c1cc2c(cc1NC(=O)CN1CCN(c3ccc(F)cc3)CC1)OCO2
1.6% | 3.0% | CC(=O)NCCC(Cc1ccccc1)c1ccco1 (configuration not stated)
-11.6% | 0.0% | Cc1[nH]c2ccc(Br)cc2c(=O)c1CN1CCCCC1
2.7% | -0.2% | CCOC(=O)c1c(C(C#N)C#N)cc(C)nc1C
-1.6% | -1.4% | O=C(Nc1ccc(S(=O)(=O)N2CCCCC2)cc1)c1ccco1
-4.6% | 5.5% | CCn1cc(Br)c(C(=O)N(C)Cc2ccccc2)n1
/ | 2.8% | CCOCCCNC(=O)c1ccc(Br)cc1
-1.0% | 1.2% | CCOc1ccc(C(=O)Nc2cc(C)on2)cc1OCC
-6.5% | 3.3% | N#Cc1c(C(F)(F)F)cc(C2CC2)[nH]c1=O
-5.5% | 6.1% | O=C(OCN1C(=O)c2ccccc2C1=O)c1cccs1
-3.2% | 8.1% | COC(=O)[C@H](CCSC)NC(=O)NCc1ccccn1
-2.4% | -0.6% | O=C(O)c1ccccc1NCc1ccncc1
1.0% | -2.8% | COc1cc(NC(=O)c2ccc3c(c2)C(=O)N(c2ccccc2OC)C3=O)c(C(=O)O)cc1OC
4.0% | -4.8% | Cc1ccc2oc(-c3cccc(NC(=O)/C=C/c4cccc([N+](=O)[O-])c4)c3C)nc2c1
-3.8% | 1.9% | COCC(=O)NC1CCN(C(=O)Nc2ccc(Br)cc2)CC1
/ | -2.2% | CCOC(=O)N1CCC(n2c(SCC(=O)OCc3ccccc3)nc3ccsc3c2=O)CC1
-4.3% | 1.3% | O=C(O)c1ccc(NC(=O)C2CCCCC2)cc1
-6.8% | -4.0% | CCOC(=O)N1CCN(C(c2ccc(C(C)C)cc2)c2sc3nc(C)nn3c2O)CC1 (configuration not stated)
0.5% | 8.3% | CCOc1ccccc1-n1c(SCC(N)=O)nnc1-c1cccnc1
1.0% | 9.9% | Cc1nc2ccc(S(=O)(=O)NCC(=O)NCCN3CCCCC3C)cc2s1 (configuration not stated)
0.8% | -4.3% | O=C(C1CC(c2ccc(F)cc2)=NO1)N1CCc2ccccc2C1 (configuration not stated)
-9.2% | -2.7% | COc1ccc(C2C3=C(CC(C)(C)CC3=O)Nc3c2c(=O)[nH]c2nc(C)nn32)cc1 (configuration not stated)
-1.6% | 2.0% | O=C1N/C(=N/N=C/c2ccccc2)SC1Cc1cccc(Cl)c1 (configuration not stated)
6.1% | 3.1% | CCCOc1cccc(C(=O)O)c1
-2.4% | -0.3% | COc1ccc(-c2nnc(SCC(=O)NC(C)C)n2CC2CCCO2)cc1OC (configuration not stated)
/ | -1.4% | CCOC(=O)CN1NC2(CCCC(C)C2)NC1=S (configuration not stated)
0.2% | 8.7% | Cc1cc(C)c2nc3s/c(=C\c4ccc([N+](=O)[O-])cc4)c(=O)n3c2c1
2.4% | -4.5% | COc1cc(C(=S)N2CCCCC2)cc(Br)c1O
2.7% | -0.7% | CCOc1ccc(N(CC(=O)Nc2ccc(OC)cc2)S(=O)(=O)c2ccc(SC)cc2)cc1
-5.6% | 9.2% | CCOc1ccc(NC(=O)CSC2=C(C#N)C(c3ccc4c(c3)OCO4)CC(=O)N2)cc1 (configuration not stated)
-4.6% | 1.9% | CCC(C)(C)n1nnnc1C(c1ccc2ncccc2c1)N1CCN(Cc2ccc3c(c2)OCO3)CC1 (configuration not stated)
/ | -0.8% | CC(C)(C)NS(=O)(=O)c1ccc(CCC(=O)NCc2ccc3c(c2)OCO3)cc1
1.3% | 0.5% | COC(=O)c1cnn2c(C(F)(F)F)cc(-c3ccco3)nc12
2.2% | 3.0% | O=C(N/N=C/C=N/NC(=O)c1ccccc1Cl)c1ccccc1Cl
-7.6%&2.2% | 2.0%&5.0% | CC1(C)N([O-])C(c2cccs2)=C[N+]1=O
1.2% | -2.6% | O=C(CN1C(=O)COc2ccccc21)NCCC1=CCCCC1
1.6% | 0.9%&5.6% | Cc1sc2c(=O)n3c(nc2c1C(=O)NC1CCCCC1)CCCCC3
1.9% | 2.3% | COc1ccc(Br)cc1C(=O)Nc1cccc(C(C)=O)c1
5.0% | -5.2% | COCC(=O)Nc1sc2c(c1C(=O)OC)CCCC2
1.1% | -3.3%&2.1% | Cc1cc(NS(=O)(=O)c2ccc(NC(=O)c3ccco3)cc2)nc(C)n1
-0.5% | 0.4% | Cc1cc(C)c2nc(NC(=O)c3ccc(F)c(F)c3)sc2c1
0.3% | -7.1% | CCOc1ccccc1N(CC(=O)OC)S(C)(=O)=O
-6.6% | 2.0% | COc1ccc(CN(CC(=O)NCC2CCCO2)C(=O)CNS(=O)(=O)c2ccc(C)cc2)cc1 (configuration not stated)
3.1% | 3.3% | O=C(Nc1cccnc1)c1ccc(-c2ccccc2[N+](=O)[O-])o1
0.4% | 1.3% | O/N=C1\CC/C(=N\O)c2nn(-c3ccccc3Cl)nc21
-0.5% | 1.1% | Oc1ccc(/C=N/Nc2nc3ccccc3s2)cc1
-4.7% | -1.5% | c1ccc(-c2cc3c(nn2)CCc2nonc2-3)cc1
3.7% | 1.2% | O=C(CCC(NC(=O)OCc1ccccc1)C(=O)OCc1ccccc1)Nc1ccccc1 (configuration not stated)
/ | -1.0% | C(=C\c1ccccc1)/CSc1nnc(-c2ccccc2)n1Cc1ccco1
-6.5% | -1.7% | Cc1ccccc1S(=O)(=O)Cc1ccc(C(=O)N2CC(C)CC(C)C2)o1 (configuration not stated)
-3.2% | / | CS(=O)(=O)N1CCCC(C(=O)NCc2ccco2)C1 (configuration not stated)
-4.3% | 3.6% | O=C(CC1SC2=NCCN2C1=O)Nc1ccccc1 (configuration not stated)
-2.6% | 2.3% | CCc1ccc(C(=O)NC2CCCCC2)s1
1.0% | -1.5% | COc1ccc(Br)cc1S(=O)(=O)N(CC(=O)N1CCOCC1)c1ccccc1
/ | -3.1% | CCN(CC)CC(=O)N1c2ccccc2Sc2ccc(Cl)cc21
-10.1% | -0.7% | COc1cccc(-n2nnnc2SCC(=O)c2ccc(NC(C)=O)cc2)c1
-15.8% | 4.4% | CC(C)CNC(=O)c1cccc(NC(=O)c2ccc(NC(=O)c3ccco3)cc2)c1
1.3% | -3.2% | COc1ccc(C(=O)Nc2ccc(N3CCN(C(C)=O)CC3)cc2)cc1OC

Full records as entered above.
Listed for CS(=O)(=O)N1CCCC(C(=O)NCc2ccco2)C1 (configuration not stated) : Rat MKP-3 inhibitors: -3.2%; Hsp70 displacement: /
Listed for CCOc1ccc(NC(=O)CSC2=C(C#N)C(c3ccc4c(c3)OCO4)CC(=O)N2)cc1 (configuration not stated) : Rat MKP-3 inhibitors: -5.6%; Hsp70 displacement: 9.2%

(listing goes on)
Rat MKP-3 inhibitors | Hsp70 displacement | SMILES
2.1% | -0.9% | O=[N+]([O-])c1ccc(/C=N\Nc2nc(-c3ccccc3)c3cc(Cl)ccc3n2)o1
2.1% | -1.1% | CCOC(=O)C(CCOc1ccc(C)cc1C)C(=O)OCC
1.2% | 0.2% | COCCN1C(=O)C(=O)/C(=C(/O)c2ccccc2)C1c1ccc(F)cc1 (configuration not stated)
/ | -0.5% | Cc1nn(-c2nc3ccccc3s2)c(N)c1-c1ccc(Cl)cc1
-2.0% | 1.6% | Cc1ccc(N2CC(C(=O)N3CCCCC3)CC2=O)cc1 (configuration not stated)
-1.1% | 2.5% | COc1ccc(/C=C/C(=O)O)cc1S(=O)(=O)NCc1ccccc1
4.6% | 2.0% | Clc1ccc(Cn2nnc(-c3ccc(CN4CCOCC4)cc3)n2)cc1
-7.1% | 9.3% | O=C(CNC(=O)c1ccco1)Nc1cc(Cl)ccc1N1CCOCC1
4.3% | 1.2% | COc1ccc(CC(=O)N2CCN(c3ccccc3)CC2)cc1OC
/ | 1.9% | CCC(C)(C)NC(=O)Cc1ccc(OC)c(OC)c1
3.9% | -1.1% | Cc1ccccc1/C=C1\SC(=NCc2ccccc2)N(Cc2ccccc2)C1=O
-2.5% | 2.1% | Cc1ccc(C2CCN(C(=O)Nc3ccccc3)C2)cc1 (configuration not stated)
-2.8% | 1.8% | O=c1c2c(nc3cc(-c4ccc(Cl)cc4)[nH]n13)CCC2
-4.5% | 8.2% | O=[N+]([O-])c1ccc(Cl)cc1NCCOc1ccc(F)cc1
/ | -6.5% | O=S(=O)(N/N=C\c1ccc(-c2ccccc2Cl)o1)c1ccccc1
/ | 1.2% | CCOC(=O)c1ccc(NC(=O)CSc2nc(NC(=O)c3ccccc3)c3c(C)c(C)oc3n2)cc1
-6.8% | -2.9% | CC(=O)Nc1ccc2oc(-c3ccccc3Br)nc2c1
1.8% | 5.0% | CCc1c(C)c2ccc(OCC(C)=O)cc2oc1=O
/ | 2.7% | COc1ccc(C2SC[C@@H](C(=O)O)N2C(C)=O)cc1 (some centres not stated)
0.5% | 3.3% | CN(C)CCCNC(=O)c1ccc([N+](=O)[O-])o1
10.9% | -1.0% | CCN(CCCNC(=O)C1CCN(S(=O)(=O)N2CCC3(CC2)OCCO3)CC1)c1ccccc1
-5.5% | 1.6% | Cc1noc(C)c1C(=O)N1CCN(c2ncccn2)CC1
8.9% | / | COc1ccc(-c2cn3c(C)c(C(=O)N4CCN(c5ccccc5)CC4)sc3n2)cc1
/ | 2.8% | O=c1[nH]c(CSc2nnc(-c3cccnc3)n2C2CCCCC2)nc2ccccc12
-2.2% | -2.8% | CC(=O)N1CCc2cc(S(=O)(=O)CCC(=O)Nc3ccc4c(c3)OCCO4)ccc21
/ | -1.8% | COc1ccccc1N1CCN(Cc2cc(=O)n3ccsc3n2)CC1
3.0% | -3.1% | CN(C)S(=O)(=O)c1ccc(C(=O)Nc2nc3ccc(Br)cc3s2)cc1

Bioassay records deposited in PubChem BioAssay by Sanford-Burnham Center for Chemical Genomics.
